From PubChem BioAssay
HP1b chromo inh = HTS for Inhibitors of HP1-beta Chromodomain Interactions with Methylated Histone Tails | 390,000 compounds, 0.56% hits | AlphaScreen HP1-beta / biotin-H3K9me3 peptide binding | Potency, µM (highest dose often 114 µM), without a hit: top-dose activity change, negative = inhibition, usual class: inhibitors | AID 540317, 2011 | Chromobox protein homolog 1 (Homo sapiens), P83916; note: nearly all actives have a fitted effect of over 70% in size; inactives centre near 23
Target sequence (P83916 whole entry, looked up): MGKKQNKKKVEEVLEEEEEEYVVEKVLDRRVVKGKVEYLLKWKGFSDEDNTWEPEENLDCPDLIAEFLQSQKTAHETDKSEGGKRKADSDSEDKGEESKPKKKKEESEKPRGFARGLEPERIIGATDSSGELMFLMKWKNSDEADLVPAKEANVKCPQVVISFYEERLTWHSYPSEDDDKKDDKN
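HP1-beta protein (50 nM final) preincubated 30 min at room temperature with biotinylated H3(1-18)K9me3 peptide (50 nM) in PBS pH 7.4, 0.01% Tween-20, then compound added for 30 min. AlphaScreen streptavidin donor/nickel chelate acceptor beads (10 ug/mL final), 30 min dark, luminescence read.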
GLS inh = qHTS for Inhibitors of Glutaminase (GLS) | Glutaminase kidney isoform, mitochondrial (Homo sapiens), O94925 | AID 624170, 2012 | Potency, µM (doses to about 45.5 µM), without a hit: top-dose activity change, negative = inhibition, usual class: inhibitors | 410,000 compounds, 0.21% hits | GLS enzymatic activity, qHTS titration; note: % is set by controls: 0 for no effect and ±100 for the full control effect
Target sequence (O94925 whole entry, looked up, canonical isoform): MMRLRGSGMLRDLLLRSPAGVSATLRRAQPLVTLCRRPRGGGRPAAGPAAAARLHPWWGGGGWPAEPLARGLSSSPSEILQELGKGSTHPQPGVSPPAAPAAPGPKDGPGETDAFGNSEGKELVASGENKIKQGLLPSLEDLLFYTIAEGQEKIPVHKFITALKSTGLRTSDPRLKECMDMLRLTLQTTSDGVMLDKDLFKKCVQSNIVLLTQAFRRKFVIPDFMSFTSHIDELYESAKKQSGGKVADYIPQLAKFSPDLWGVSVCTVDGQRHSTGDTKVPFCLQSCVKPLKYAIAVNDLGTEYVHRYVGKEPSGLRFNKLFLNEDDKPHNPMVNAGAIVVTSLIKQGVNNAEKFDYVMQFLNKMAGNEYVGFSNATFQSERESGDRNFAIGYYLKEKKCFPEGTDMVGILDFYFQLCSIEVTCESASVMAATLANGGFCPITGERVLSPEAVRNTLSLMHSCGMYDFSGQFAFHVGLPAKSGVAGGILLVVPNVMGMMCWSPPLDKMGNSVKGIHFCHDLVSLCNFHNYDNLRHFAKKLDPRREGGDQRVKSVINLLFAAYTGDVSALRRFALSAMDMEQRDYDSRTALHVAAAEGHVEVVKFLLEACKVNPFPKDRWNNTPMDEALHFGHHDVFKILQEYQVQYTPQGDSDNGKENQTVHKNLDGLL
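hKGA in 45 mM KH2PO4 (pH 8.2), 0.02% Tween-20 with compound, then 1mM L-Glutamine (stock as added) plus glutamate oxidase/HRP/Amplex red coupling mix. Fluorescence read initially and after 30 min at RT; signal change reflects glutamate formation.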
JMJD2A Tudor inh = qHTS Assay for Inhibitors of JMJD2A-Tudor Domain | Lysine-specific demethylase 4A (Homo sapiens), O75164 | AlphaScreen JMJD2A-Tudor / H3K4me3 peptide binding | Potency, µM (highest dose often 114 µM), inactives show top-dose activity change, negative = inhibition, most hits filed as inhibitors | 390,000 compounds, 4.4% hits | AID 504339, 2011; note: % is set by controls: 0 for no effect and ±100 for the full control effect; nearly all actives have a fitted effect of over 50% in size
PGK inhibitor = qHTS Assay to Find Inhibitors of Phosphoglycerate Kinase; PGK/GAPDH coupled, Kinase-Glo luminescence, 60 min; Potency, µM (top dose mostly 57.5 µM), without a hit: at the top dose activity change, negative = inhibition, actives largely listed as inhibitors; 380,000 compounds, 0.043% hits; note: % is set by controls: 0 for no effect and ±100 for the full control effect; nearly all actives have a fitted effect of over 60% in size
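Luminescent ATP detection (Kinase-Glo Plus) follows a 60-minute room-temperature incubation, with wells lacking PGK as controls. Buffer: 100 mM TEA (pH 7.6), 5 mM MgCl2, 0.01% Tween-20. Coupling enzyme GAPDH (100 nM final) supplies unstable 1,3-BPG in-well.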
rTrxR1 inhibitor = qHTS Assay for Inhibitors of Mammalian Selenoprotein Thioredoxin Reductase 1 (TrxR1): qHTS. Thioredoxin reductase 1, cytoplasmic (Rattus norvegicus), O89049. recombinant rTrxR1, NADPH fluorescence consumption, selenite substrate. Potency, µM (doses to about 114 µM), inactives show at the highest dose activity change, negative = inhibition, actives largely listed as inhibitors. 390,000 compounds, 1% hits. AID 588453, 2011; note: % is set by controls: 0 for no effect and ±100 for the full control effect; nearly all actives have a fitted effect of over 65% in size
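Rat TrxR1 (90 nM in the dispensed reagent) was pre-reduced with 400 uM NADPH for 5 min at room temperature, then incubated with compound for 15 min. After 400 uM selenite was added, NADPH fluorescence (Ex 340/Em 450 nm) was followed for 8 min.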
12-LOX inh = Primary qHTS assay for inhibitors of human arachidonate 12S-lipoxygenase (ALOX12): Round 2; Polyunsaturated fatty acid lipoxygenase ALOX12 (Homo sapiens), P18054; purified 12hLO, xylenol orange hydroperoxide absorbance; Potency, µM (titrated, usually from 108 µM), for inactives: at the highest dose activity change, negative = inhibition, most hits filed as inhibitors; 580,000 compounds, 1.1% hits; AID 1671190, 2021; note: % is set by controls: 0 for no effect and ±100 for the full control effect
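Hydroperoxide product was detected by ferrous iron/xylenol orange as the 573 to 405 nm absorbance ratio. Arachidonic acid at 40 uM (final) was turned over for 30 min at room temperature by 150 nM human 12hLO, pH 7.0 Hepes buffer, after 15 min compound preincubation.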
RGS4 inhibitor = Inhibitors of Regulator of G Protein Signaling (RGS) 4: qHTS | Regulator of G-protein signaling 4 (Homo sapiens), P49798 | Transcreener GDP fluorescence polarization, RGS4-accelerated GTP hydrolysis | Potency, µM (highest dose often 114 µM), without a hit: at the highest dose activity change, negative = inhibition, usual class: inhibitors | 390,000 compounds, 0.039% hits; note: % is set by controls: 0 for no effect and ±100 for the full control effect; nearly all actives have a fitted effect of over 75% in size; some results filed as inactive show a strong effect at the top dose
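MLSMR compounds (23 nl, pin-transferred) preincubated 10 min at room temperature with a 500nM (2x) first reagent, then RGS4 at 900nM (2x) plus Transcreener GDP mix added; fluorescence polarization (620/688 nm) read before and after 90 min at 30 °C.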
Pin1 inhibitor = qHTS Assay to Find Inhibitors of Pin1; Peptidyl-prolyl cis-trans isomerase NIMA-interacting 1 (Homo sapiens), Q13526; Potency, µM (titrated, usually from 115 µM), inactives show at the top dose activity, negative = inhibition, hits mostly inhibitors; 390,000 compounds, 0.009% hits; AID 504891, 2011; Pin1 FP peptide displacement, HiFluor488, 10 min; active = well fitted inhibition curve with a large enough effect in the polarisation, with a control signal flat, not every such curve was filed as active; inconclusive = small, poorly fitted or top-dose-only effect, or effect the other way, or a change in a side signal; inactive = no such curve, though single readings can be large or run the other way; the % refers to the polarisation; note: % is set by controls: 0 for no effect and ±100 for the full control effect
Target sequence (Q13526 whole entry, looked up): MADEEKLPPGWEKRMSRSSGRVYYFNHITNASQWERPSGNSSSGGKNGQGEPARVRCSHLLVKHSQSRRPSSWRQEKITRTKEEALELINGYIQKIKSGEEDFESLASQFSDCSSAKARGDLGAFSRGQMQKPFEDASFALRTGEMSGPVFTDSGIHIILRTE
ERG Ets-DNA blk = qHTS for Small Molecule Inhibitors of the ERG Ets/DNA interaction | fluorescence polarization, His-ERG Ets domain / labelled DNA | 370,000 compounds, 0.028% hits | AID 624246, 2012 | Potency, µM (highest dose often 76.9 µM), for inactives: top-dose FP activity, negative = inhibition, usual class: inhibitors | Transcriptional regulator ERG (Homo sapiens), P11308; active = well fitted inhibition curve with a large enough effect in the polarisation, with a control signal flat; inconclusive = small, poorly fitted or top-dose-only effect, or effect the other way, or a change in a side signal; inactive = no such curve, though single readings can be large or run the other way; the % refers to the polarisation;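 note: polarization taken with two DNA probes labelled with fluorescein and Texas red; % of control where 0% means no effect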
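His-tagged ERG Ets domain (1 uM in the protein solution; 300mM KCl, 50mM Tris-HCl, 1mM EDTA, 1mM DTT, pH 7.5) received compound, then a probe mix of 5 nM fluorescein-DNA and 100nM Texas-615-DNA. Fluorescence polarization was read for both dyes.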
Active calls of the source: *; i = inactive; u = inconclusive; x = not tested or not shown; & = joins results of further samples; [ ] = dose if it differs, or a comment. Unless noted, calls come from the whole dose curve; as a rule, active = well fitted curve in the direction sought with a large enough effect; inconclusive = small, poorly fitted or top-dose-only effect, or another doubt; inactive = no such curve, though single readings can be large; an effect the other way counts as inactive or inconclusive. Potency is the fitted concentration of half-maximal effect.

SMILES	HP1b chromo inh	GLS inh	JMJD2A Tudor inh	PGK inhibitor	rTrxR1 inhibitor	12-LOX inh	RGS4 inhibitor	Pin1 inhibitor	ERG Ets-DNA blk
CC1CCCCC1NC(=O)CN(C)S(=O)(=O)c1ccc2c(c1)c(=O)n(C)c(=O)n2C (centres undefined)	27%	8%	-9%	-2%	7%	43%[activator]	3%	u	-11%
CCc1c(C(=O)O)[nH]c2ccc(Br)cc12	49%[activator]	-2%	-19%[11.4 µM]	1%	5%[57.1 µM]	28%	-5%[11.4 µM]	11%	2%
Cc1ccc(N=Nc2c(N)n[nH]c2N)cc1	-2%	13%	u	-9%	2%	2%	-2%	-5%	6%
CCOc1ccc(OCC)c(NC(=O)CC(C)n2nc(C)cc2C)c1 (centres undefined)	26%	-1%	-22%	-1%	7%[57.1 µM]	2%	2%	0%	-6%
O=C(c1ccc(N2CCOCC2)c([N+](=O)[O-])c1)N1CCN(S(=O)(=O)c2cccs2)CC1	9%	-7%	-13%	i	10%	u	12%	-4%	7%
Cc1ccc(NC(=O)COC(=O)Cn2cnc3ccccc32)c([N+](=O)[O-])c1	31%	31%[activator]	-10%	-9%	13%[57.1 µM]	-14%	23%	2%	1%
O=C(NCCS(=O)CCNC(=O)C(F)(F)F)C(F)(F)F	33%	-4%	-7%	-14%	-2%	-7%	-28%	-8%	-1%
CCc1ccccc1NC(=O)c1cc(-c2ccc(Cl)s2)nc2ccccc12	18%	5%	-8%	7%	26%	u	22%	u	14%
O=C1C(Cc2ccccc2)S/C(=N/N=C/c2ccco2)N1c1ccccc1 (centres undefined)	20%	2%	-20%	i	-17%	0%	-17%	27%	-3%
COc1ccc(N2C(=O)CSC23C(=O)N(Cc2ccccc2F)c2ccccc23)cc1Cl (centres undefined)	1%	-10%	-28%	i	26%	-5%	-1%	11%	1%
Cc1ccc(S(=O)(=O)Nc2ccc(C(=O)NCc3ccncc3)cc2)cc1	32%	1%	-9%	i	0%	3%	0%	4%	-2%
OCCN(CC#CC(O)(c1ccccc1)c1ccccc1)CCO	21%	4%	-4%	-8%	4%[57.1 µM]	u	3%	-1%	3%
CC(C)(C)NCC(O)COc1ccccc1C(C)(C)C (centres undefined)	26%	6%	-2%	-4%	16%	11%	-6%	-3%	x
COc1ccc(Nc2nc(-c3ccc(C)cc3)nc3ccccc23)c(OC)c1	190%[activator]	-15%	35%	2%	5%[57.1 µM]	-15%	5%	12%	-2%
C=CCn1c(-c2ccc(Cl)cc2)cnc1SC(C)C(N)=O (centres undefined)	20%	-9%	-33%	-4%	7%	0%	-24%	-1%	6%
O=C(c1ccc([N+](=O)[O-])o1)N1CCN(c2nc3ccc(F)cc3s2)CC1	32%	-7%	-14%	-3%	u	-23%	-12%	-9%	-6%
CCN(CC)S(=O)(=O)c1ccc(OC)c(NC(=O)Cn2cnc3c2c(=O)n(C)c(=O)n3C)c1	73%[activator]	-9%	-25%	-6%	29%	439%[activator]	-19%[56.9 µM]	-10%	14%
Cc1ccc(CN(Cc2ccccc2)C(=S)Nc2ccccc2C)o1	39%	0%	-14%	-15%	12%[57.1 µM]	-3%	-15%	0%	7%
CCOC(CCNC(=O)c1cn(-c2cccc(C)n2)cn1)OCC	34%	17%	1%	-2%	-13%	3%	23%	-2%	14%
CCOc1ccccc1N(CC(=O)Nc1ccc(OC)cc1)S(=O)(=O)c1ccccc1	32%	-4%	2%	-6%	9%	-4%	9%	9%	13%
COc1ccc(CNC(=O)c2nnn(CC(=O)Nc3cc(C)cc(C)c3)c2N)cc1	48%&2%[activator]	-11%&-9%	-5%	-11%	27%&2%	u	-2%&-21%	4%&50%	6%&3%
Cc1ccc(C)c(Nc2nnc(-c3ccc(C)c(S(=O)(=O)N4CCN(C)CC4)c3)c3ccccc23)c1	-2%	18%	u	-4%	15%	-24%	-5%	13%	-2%
Cc1ccc(S(=O)(=O)N2CCN(c3cnn(C)c(=O)c3Cl)CC2)cc1	-13%	-5%	-26%[57.1 µM]	-1%	20%[57.1 µM]	-1%	u	-11%	-11%
Cn1c(=O)c2c(nc(N/N=C/c3cccs3)n2Cc2ccccc2)n(C)c1=O	12%	15%	-24%	-5%	15%	7%	-6%	10%	2%
S=c1ncc2[nH]c(=S)[nH]c2[nH]1	u	u	11µM*	-11%	-15%	x	u	5%	1%
SMILES	HP1b chromo inh	GLS inh	JMJD2A Tudor inh	PGK inhibitor	rTrxR1 inhibitor	12-LOX inh	RGS4 inhibitor	Pin1 inhibitor	ERG Ets-DNA blk
Cc1cccc(-c2nc(CN3CCCC(C(=O)NCc4ccc(Cl)cc4)C3)c(C)o2)c1 (centres undefined)	-3%	-4%	u	0%	39%[activator]	u	-2%	-8%	-1%
CCn1c(C(=O)NCCCN2CCc3ccccc3C2)cc2sccc21	2%	3%	u	i	-13%	-16%	-29%	4%	-2%
CC(SCC(=O)Nc1ccccc1Br)c1nc2ccccc2c(=O)[nH]1 (centres undefined)	41%[activator]	-8%	-8%	i	15%[57.1 µM]	0%	-37%	-4%	10%
Cn1cc(C(=O)NCCc2ccccc2)c(=O)c2cc(S(=O)(=O)N3CCCCCC3)ccc21	26%	2%	-19%	12%	12%	u	20%	0%	0%
O=C(Nc1ccccc1)C1=C[C@H](c2ccccc2)C[C@H](OCc2ccc(CO)cc2)O1	1%	10%	-28%	-1%	8%	u	-1%	8%	-9%
COCC(C)NC(=O)CCc1nnc(C2(c3ccc(Cl)cc3)CCC2)o1 (centres undefined)	41%[activator]	-6%	-4%	i	11%	-18%	1%	-3%	-1%
COc1ccc(CCNC(=O)CN(c2ccc(OC)c(OC)c2)S(=O)(=O)c2ccccc2)cc1OC	14%	2%	-3%	4%	5%	10%	25%	-2%	18%
CC(=O)c1ccc(N2CCN(S(=O)(=O)c3csc(C(N)=O)c3)CC2)cc1	82%[activator]	2%	-4%	0%	18%	-5%	-23%[56.9 µM]	3%	-9%
Cc1onc(-c2ccccc2)c1C(=O)N(Cc1ccccn1)Cc1ccccn1	30%	8%	-8%	5%	-11%	-22%	17%	-2%	-2%
COc1cccc(NC(=O)CN(C)C(=O)COc2cc(C)ccc2Cl)c1	12%	3%	-12%	-5%	17%	-1%	6%	-6%	-7%
S=c1[nH]nc(-c2ccccc2)o1	14%	51%[activator]	-25%[11.4 µM]	-1%	-5%[57.1 µM]	28%	-15%[11.4 µM]	0%	8%
Cc1c(NC(=O)c2cccc(S(=O)(=O)N(C)c3ccccc3)c2)c(=O)n(-c2ccccc2)n1C	29%	2%	-16%	-7%	3%	281%[activator]	-10%	-7%	4%
Cc1ccc(NS(=O)(=O)c2ccc(C3CCCCC3)cc2)cc1	21%	3%	-6%	0%	-5%	-23%	5%	8%	x
CC(C)c1ccc(CN2CC(C(=O)Nc3ccccc3)CC2=O)cc1 (centres undefined)	47%[activator]	-9%	-7%	3%	0%	-11%	13%[11.4 µM]	0%	-3%
O=[N+]([O-])c1ccc(N=NNc2ccc([N+](=O)[O-])cc2)cc1	2%[57 µM]	-3%	-1%	-2%	12%[57.1 µM]	7%	-6%	u	-2%
COC(=O)C1(C)NC(=O)c2ccccc2N1 (centres undefined)	60%[activator]	6%	-16%	-5%	-10%[57.1 µM]	457%[activator]	-7%	2%	-4%
Cc1cc(O)cc(O)c1C(=O)Cc1cnn(-c2ccccc2)c1	8%	12%	u	6%	-13%	4%	-39%	-2%	-5%
Clc1cccc(NCc2nnc3n2CCCCC3)c1	23%	16%	-6%	-8%	23%	-9%	23%	-6%	7%
COc1ccc(S(=O)(=O)c2c(O)c3ccc(C(=O)NCc4ccc(Cl)cc4)cc3[nH]c2=O)cc1	-9%	5%	-22%	-4%	5%	-23%	32%	-2%	4%
COC(=O)c1ccccc1NC(=O)COC(=O)CO/N=C(\C)c1ccc2c(c1)OCO2	30%	-4%	-1%	i	22%[57.1 µM]	9%	-23%	0%	4%
O=C(CSc1nnc(Cc2ccccc2)o1)NC1CC2CCC1C2 (centres undefined)	28%	6%	-12%	-4%	-1%	87%	3%	-5%	11%
COc1ccccc1N1CCN(C(c2ccccn2)c2nnnn2C2CCCCC2)CC1 (centres undefined)	31%	9%	-26%	3%	7%	u	10%	5%	2%
CCC1Oc2ccccc2N(CC(=O)NCc2ccco2)C1=O (centres undefined)	42%[activator]	-1%	9%	-2%	2%	4%	3%	-7%	-4%

These rows are one share of the data. The share of hits here may be higher or lower than overall.
